NR2E3 ag-1: agonists of human nuclear receptor NR2E3; Q9Y5X4; GST-NR2E3/biotin-RetCOR TR-FRET, 1536-well; inhibition of corepressor binding, % at 4.78 µM; actives 0.12% (n = 320,000); AID 2300;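 active = percent inhibition above the cutoff of mean plus 3 SD of all tested compounds, set per screening campaign, cut at about 20% in these data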;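 note: 0% = DMSO wells and 100% = biotin wells as full block of FRET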
Target sequence (Q9Y5X4 whole entry, looked up): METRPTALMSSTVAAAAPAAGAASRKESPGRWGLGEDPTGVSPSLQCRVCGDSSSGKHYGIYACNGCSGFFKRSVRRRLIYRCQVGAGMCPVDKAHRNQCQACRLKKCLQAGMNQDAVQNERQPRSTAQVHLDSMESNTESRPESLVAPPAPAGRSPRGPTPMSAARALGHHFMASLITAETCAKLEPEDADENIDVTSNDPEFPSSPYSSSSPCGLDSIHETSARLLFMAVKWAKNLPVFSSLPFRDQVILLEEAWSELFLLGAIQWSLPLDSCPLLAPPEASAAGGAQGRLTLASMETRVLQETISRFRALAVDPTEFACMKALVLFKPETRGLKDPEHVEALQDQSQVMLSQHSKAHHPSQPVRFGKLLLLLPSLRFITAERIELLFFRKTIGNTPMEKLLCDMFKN
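Material: NR2E3–RetCOR corepressor complex / Amount: 1.35 nM GST-NR2E3 / Medium: Tris pH 7.5 / Compound: single nominal compound dose of 4.8 µM / Incubation: 5 h at 4 °C / Technique: TR-FRET, Eu(K)-anti-GST donor, streptavidin-D2 acceptor, ex 340, em 617/671 nm / Read-out basis: percent loss of FRET ratio relative to control wells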
KKLEB tox: CF airway cell cytotoxicity counter-screen; activity change (cytotoxicity), % at 5 µM; actives 0.36% (n = 360,000); KKLEB CF airway cells viability, ATPlite luminescence, overnight; hits give low values; cells stimulated with P. aeruginosa culture filtrate;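 active = corrected activity change at or below -50% at 5 µM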
NR2E3 ag-2: human photoreceptor-specific nuclear receptor agonism; CHO-S Gal4-NCOR/VP16-NR2E3 two-hybrid, luciferase; AID 602229; Q9Y5X4; actives 0.35% (n = 360,000); inhibition of corepressor binding, % at 3.98 µM;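 active = inhibition above the mean of all tested compounds plus 3 SD, cut at about 70% in these data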;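 note: 0% = DMSO with NR2E3 transfected cells and 100% = cells lacking NR2E3 construct; higher means lower luciferase signal from less NR2E3 corepressor binding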
HIF-2a block: blocks HIF-2a reporter activity. inhibition, % at 18.8 µM. 786-0 RCC cells HIF-2a reporter, luciferase luminescence, overnight. AID 624352. actives 0.72% (n = 360,000);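 active = inhibition of the luminescence signal of 40% or more relative to plate controls, in a single-dose primary screen at 18.75 µM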
TRPM1 prom inh: inhibitors of MITF-driven TRPM1 promoter in melanoma cells. SK-MEL-5 TRPM1 promoter luciferase, 24 h. inhibition, % at 12.5 µM. actives 0.83% (n = 330,000). AID 488899;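 active = mean inhibition across replicates of 60% or more, whatever share of single replicates reaches that level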; note: values of inactives mirror those of a sister screen read the other way
CF NFkB block: blocks PAF-induced NF-kB reporter in cystic fibrosis cells; KKLEB NF-kB-GFP reporter, GFP fluorescence overnight; inhibition, % at 5 µM; actives 0.86% (n = 360,000);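 active = at least 50% inhibition at 5 µM, scaled per plate between neutral and stimulator controls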;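 note: PAF is a Pseudomonas aeruginosa culture filtrate used as stimulus; plate controls were PAF-stimulated DMSO wells for no effect and unstimulated DMSO wells for full effect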
Shn3 inh set2: Schnurri-3 reporter inhibition in Clone20 osteoblasts; AID 588674; inhibition, % at 12.5 µM; actives 0.52% (n = 360,000); Clone20 osteoblast Shn3 3'UTR firefly luciferase, 24 h;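 active = mean inhibition of at least 75% with every replicate also reaching 75%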;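 note: 0% = median of neutral control wells and 100% = pilot-screen positive control compound; some compounds past the cut are filed as inactive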
TROY NFkB inh: TROY signaling inhibition | Q293 LMP1-TROYcd NF-kB luciferase reporter, 4 h | inhibition, % at 10 µM | actives 0.98% (n = 360,000);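 active = compounds whose plate-normalised and pattern-corrected inhibition of the luciferase reporter signal at the single screening dose is 50% or more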
Peg3 promoter: reduces Peg3 promoter-driven luciferase expression in HeLa | HeLa PEG-Prom luciferase reporter, luminescence, overnight | inhibition, % at 20 µM | actives 1.7% (n = 360,000) | AID 588405;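 active = inhibition of at least 50% at 20 µM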
C8 TRAIL sens: sensitizes caspase-8 expressing cells to TRAIL; NB7+C8 cells + TRAIL, ATPlite viability luminescence; actives 1% (n = 360,000); inhibition (viability loss, TRAIL sensitization), % at 10 µM; AID 624354;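 active = compounds causing at least 50% loss of cell viability in the single-dose screen, relative to plate controls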
TWEAK-Fn14 inh: inhibitors of TWEAK-Fn14 interaction signaling; TWEAK-stimulated Fn14 reporter cells, luciferase luminescence, 8 h; inhibition, % at 10 µM; actives 2% (n = 360,000); AID 1159606; in the data active = inhibition above about 50%
* marks the source's active call; other numbers are inactive results; nt = no result given.

SMILES	NR2E3 ag-1	KKLEB tox	NR2E3 ag-2	HIF-2a block	TRPM1 prom inh	CF NFkB block	Shn3 inh set2	TROY NFkB inh	Peg3 promoter	C8 TRAIL sens	TWEAK-Fn14 inh
Cc1noc(NS(=O)(=O)c2ccc(N/C=C/C(=O)c3ccccc3)cc2)c1C	-1	1	-15	-2	-3	18	2	-8	-18	-4	1
CC1CCc2c(sc(NC(=O)C(=O)NCc3ccco3)c2C#N)C1 (stereo not given)	4	-12	17	-26	-7	-18	-43	-29	-13	3	-12
COc1ccc(OC)c(-c2nc3c(C)n[nH]c(=O)c3[nH]2)c1	-3	-13	-9	15	37	23	25	33	39	-7	0
COc1cc(/C=c2\sc3nc(=O)c(-c4ccccc4)nn3c2=O)ccc1OCCC(C)C	-1	21	-13	16	0	-35	-5	-20	2	-6	-5
COc1ccc(S(=O)(=O)N/N=C(/C)c2ccncc2)cc1	2	4	-2	8	3	22	6	-5	30	2	8
CCOc1cccc2cc(C(=O)Nc3nccs3)c(=O)oc12	1	13	5	-120	-21	-19	-18	-72	0	11	-8
COc1cc(C(=O)c2ccccc2)c([N+](=O)[O-])cc1OC	1	-11	3	23	nt	6	-12	-23	5	3	9
C#CCSc1nnc(-c2ccc(C)cc2)o1	-3	2	-141	-185	-46	-3	-95	-50	-217	90*	17
COC(=O)c1c(NC(=O)CC2SCC(C(=O)OC)NC2=O)sc2c1CCCC2 (stereo not given)	0	5	16	20	1	-7	-13	17	7	-17	7
Cc1c(C2C(C#N)=C(N)N(c3ccccc3C#N)C3=C2C(=O)CCC3)cnn1C (stereo not given)	-5	18	-4	-4	-6	4	-10	24	6	-8	5
Cc1cccc(C)c1NC(=O)CN(C)C(=O)c1ccc(-n2cncn2)c([N+](=O)[O-])c1	3	8	9	7	-8	-16	16	6	-5	-13	13
CCOc1cccc(-c2nnc3sc(C4CCCCC4)nn23)c1	-1	-11	-6	-26	-14	66*	14	25	-7	13	17
Cn1c(N)c(C(=O)COC(=O)C2CCCCC2)c(=O)n(C)c1=O	-1	-12	5	0	-6	-1	-2	0	-6	-4	8
Cc1ccc(C)n1NC(=O)c1ccccc1[N+](=O)[O-]	-4	3	-24	12	-16	11	5	-5	19	-2	-28
COc1cccc(CNc2nc3cc(-c4ccc(F)cc4)sc3c(=O)n2C)c1	nt	0	-23	-75	nt	-1	19	-8	-15	-1	-10
COc1ccc(NC(=O)CCNS(=O)(=O)c2ccc(Br)s2)cc1	2	-3	-23	19	13	12	18	16	-12	-3	25
CC(C)c1ccc(S(=O)(=O)N2CCN(C(=O)CN3C(=O)NC4(CCCC4)C3=O)CC2)cc1	0	9	-11	9	2	-10	-12	30	8	-2	9
Cc1ccc(-c2ccc(=O)n(CC(=O)NCC3COCCO3)n2)cc1 (stereo not given)	6	-6	-48	3	3	10	-62	1	-6	-6	0
CCOC(=O)C1=CN(Cc2cccc(Br)c2)S(=O)(=O)N(C)C1C (stereo not given)	nt	9	-1	15	-1	18	2	-3	9	-8	-4
CCCCCC(=O)Nc1cccc(C2=NOC3(C2)C[C@@H](C(N)=O)N(C(=O)c2ccc(OC)cc2)C3)c1 (stereo not given in full)	-2	4	6	0	1	-4	2	-7	-3	-5	-31
COc1ccc(Cn2c(C)c(C)c(C#N)c2NC(=O)Nc2ccc(F)cc2)cc1	-2	6	-14	16	32	-4	-8	16	18	5	8
Cc1ccc2c(c1)c1c(n2CCc2ccc(C)nc2)CCN(C)C1	2	-1	1	18	-9	5	-1	-1	-6	-9	-5
O=C1C=CC(=O)N1	5	7	-16	4	5	11	-11	4	45	-10	3
CN(C)S(=O)(=O)c1cccc(NC(=O)COC(=O)c2cccnc2Cl)c1	nt	4	-26	6	0	4	3	-3	3	10	-3
CC(=O)NC1C(=O)N(CCc2ccccc2)c2ccc(Br)cc21 (stereo not given)	nt	-11	-19	-20	-2	-7	12	28	-3	6	-5
COc1ccc(-c2cc(C(=O)OCc3ccccn3)c3ccccc3n2)cc1	2	-3	-40	-91	-14	-2	-7	-43	-78	21	-23
COc1cc(C(=O)Nc2nc3ccc(S(=O)(=O)N4CCOCC4)cc3s2)cc(OC)c1OC	0	18	-4	9	14	-29	-6	1	21	7	-2
Cc1ccc(-n2nnc3c(=O)oc4ccccc4c32)cc1	1	1	-2	52*	52	18	7	-2	49	16	-14
O=C(c1ccco1)N1CCN(C(=O)c2cc(-c3ccccn3)nc3ccc(Cl)cc23)CC1	-3	7	-18	20	4	7	-9	-1	9	5	-5
CCCCCC(=O)N/N=C(\C)c1ccc(N2CCCCC2)cc1	1	7	-9	-43	-2	-24	-30	-8	-74	-3	1
CC(C)OP(=O)(OC(C)C)C(Nc1ccc([N+](=O)[O-])cc1)c1cccc([N+](=O)[O-])c1 (stereo not given)	-5	-15	-15	22	6	-10	12	2	24	-1	3
COc1cccc(-c2nnc(NC(=O)Cc3cccs3)s2)c1	-12	12	-13	-65	-21	-8	-21	-11	-18	-18	-14
CC(C)CCn1c(SCC(=O)OCn2nnc3ccccc3c2=O)nc2ccccc2c1=O	3	10	-11	7	1	-2	-6	-4	-101	-17	5
O=C(COc1ncnc2ccccc12)Nc1ccc(Cl)c(S(=O)(=O)N2CCOCC2)c1	1	-9	-18	15	7	-18	5	-5	0	3	6
Cc1nnc(-c2ccccc2)nc1N(C)C	-3	3	2	-28	-5	-24	-14	-2	-2	0	-2
COc1ccccc1NC(=S)N=Nc1c(O)[nH]c2ccc(Br)cc12	1	-18	-28	7	21	23	28	-12	92*	43	-18
CCOc1ccc(N2C(=O)Nc3ccc(Br)cc3C2(O)C(=O)NC(C)C)cc1 (stereo not given)	3	-4	-21	2	-4	-12	3	10	3	-1	7
CC1=NN(c2nc(-c3ccccc3)cs2)C(=O)C1N=Nc1ccccc1 (stereo not given)	-2	-15	-16	-16	-19	19	5	-9	-9	-7	3
N#CCCN(C(=O)COC(=O)C1CCN(S(=O)(=O)c2cccs2)CC1)c1ccccc1	-1	-1	-4	12	6	-20	1	12	11	3	6
Cc1cc(NC(=O)CSc2nnc(-c3ccccc3)n2Cc2ccco2)no1	-3	-3	-32	13	2	0	4	10	6	-10	10
CC(C)(O)C(=O)NNC(=S)Nc1cccc(C(F)(F)F)c1	1	-7	0	13	-2	6	11	1	14	1	1
CCn1ncc(CNC(=O)C2(C)CC2(Br)Br)c1C (stereo not given)	3	11	-2	12	7	-1	-4	9	-3	-13	-2
CCc1ccccc1NS(=O)(=O)c1cc(C)ccc1OC	0	-1	-10	4	25	3	0	17	13	-15	-4
COCCSc1nnc(NC(=O)CSCc2ccccc2)s1	1	14	-26	-19	5	-5	21	-25	-5	-4	-13
Cc1cc(C(=O)NCC(=O)OCC(=O)NCCc2ccccc2)ccc1[N+](=O)[O-]	-1	-15	-22	21	-7	-9	-10	17	14	-15	2

Marked active in CF NFkB block, of those listed so far:
Molecule	NR2E3 ag-1	NR2E3 ag-2	HIF-2a block	TRPM1 prom inh	CF NFkB block	Shn3 inh set2	Peg3 promoter	TWEAK-Fn14 inh
CCOc1cccc(-c2nnc3sc(C4CCCCC4)nn23)c1	-1	-6	-26	-14	66*	14	-7	17

(continued)
SMILES	NR2E3 ag-1	KKLEB tox	NR2E3 ag-2	HIF-2a block	TRPM1 prom inh	CF NFkB block	Shn3 inh set2	TROY NFkB inh	Peg3 promoter	C8 TRAIL sens	TWEAK-Fn14 inh
O=C(O)CN=C1NC2(CCCCC2)Cc2ccccc21	0	11	-15	-14	-4	-13	-8	10	4	-12	7
CN(C)c1nc(=Nc2cccc(Cl)c2)ss1	0	6	-5	-183	-1	-32	14	-32	-208	-17	6
CCOC(=O)N1CCN(C(=O)CNC(=O)Cn2cnc3ccccc3c2=O)CC1	-3	7	12	14	-6	15	-15	4	5	2	-11
COc1ccc(N2CCN(CCCNC(=O)CC3Oc4ccc(C)cc4NC3=O)CC2)cc1 (stereo not given)	1	-1	21	-2	3	-8	-6	-6	-12	7	14
COc1cccc(/C=C/C(=O)NNC(=O)CCN2CCN(Cc3ccccc3)CC2)c1	-1	3	-13	9	3	-4	-19	1	-11	0	8
Fc1ccc(NC(=S)Nc2ccc3nccnc3c2)cc1	6	1	-115	-237	-11	-9	-23	-52	-229	3	19
NC(=O)c1nnn(-c2ccc([N+](=O)[O-])cc2)c1-c1ccccc1	0	1	19	15	-5	11	3	-6	6	-8	-1
CC(C)c1ccc(CNC(=O)C(=O)Nc2nccs2)cc1	4	-11	-5	2	-12	2	-5	7	11	-7	-11
CCOC(=O)C1CCCN(C2CCN(Cc3nc(-c4ccccc4)no3)CC2)C1 (stereo not given)	1	12	9	10	-3	3	14	8	6	12	-4
O=[N+]([O-])c1ccc2nc(NCCCO)nc(-c3ccccc3)c2c1	-3	-6	-4	23	-9	0	3	-5	40	-11	5
COc1ccc(S(=O)(=O)N2CCCC2)cc1C(=O)O	7	-4	-9	16	9	-4	-3	3	1	-17	-1
COc1cc(C=O)ccc1Oc1ccc(S(=O)(=O)N2CCOCC2)cc1[N+](=O)[O-]	nt	9	-10	-2	6	17	21	7	8	-12	-7
CCOC(=O)CC1C(=O)NCCN1C(=O)c1ccc(Cl)c(Cl)c1 (stereo not given)	0	-1	-9	21	-6	1	-23	4	1	-11	25
COc1ccc(NC(=O)N(C)C[C@H]2Oc3c(NC(=O)C4CC4)cccc3C(=O)N([C@H](C)CO)C[C@@H]2C)cc1	nt	-1	-19	7	9	-22	-14	-36	4	-8	-6
O=C(CSc1nc2c(c(=O)n1-c1ccc(Br)cc1)SCC2)Nc1nccs1	1	-20	-10	19	23	11	4	-27	5	5	5
O=C(c1[nH]c(C(F)(F)F)nc1-c1ccccc1)N1CCc2c([nH]c3ccccc23)C1	nt	-9	-55	11	nt	-5	7	20	26	11	29
CC1(C)CC(=O)C2=C(C1)Oc1nc3ccccc3cc1C2C(C#N)C#N (stereo not given)	-4	-5	-16	7	80*	64*	-16	12	58*	14	69*
CCOC(=O)CNC(=O)CSc1nnc(-c2c[nH]c3ccccc23)n1CC	-1	2	-8	10	-4	0	18	6	-6	-6	4
O=C(COC(=O)CC12CC3CC(CC(C3)C1)C2)Nc1ncc(Cl)cc1Cl	-2	-19	-2	-5	3	7	13	4	16	-14	5
Cc1onc(-c2ccccc2)c1C(=O)N1CCN(c2ncccn2)CC1	3	7	-5	15	-12	2	-3	-5	14	-7	-7
Cc1ccccc1S(=O)(=O)NNC(=O)C(=O)NNc1ccccn1	3	9	-10	9	2	-21	11	4	8	-3	-4

Arranged by the number under Shn3 inh set2 (lowest first): 4 of the compounds above
Structure | Shn3 inh set2
Cc1onc(-c2ccccc2)c1C(=O)N1CCN(c2ncccn2)CC1 | -3
O=C(c1[nH]c(C(F)(F)F)nc1-c1ccccc1)N1CCc2c([nH]c3ccccc23)C1 | 7
O=C(COC(=O)CC12CC3CC(CC(C3)C1)C2)Nc1ncc(Cl)cc1Cl | 13
CCOC(=O)CNC(=O)CSc1nnc(-c2c[nH]c3ccccc23)n1CC | 18

Some of the compounds tested, so the mix of outcomes need not match the whole.
